# Abs 340nm = compound light absorbance at 340 nm, profiling panel, artefact control, biochemical, MLSMR library, data from PS, PMK, MK assays | compound absorbance at 340 nm, fold over control | fold change at 10 µM | 65,000 tested, under 10 active;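 active means at 10 µM dose, initial 340 nm absorbance at least 2 fold that of control wells; inactive means change under 2 fold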;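 further: initial absorbance extrapolated from kinetic A340 decline of NADH oxidation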
# RORa activator = activators of orphan receptor RORA, primary screen, cell-based, luminescence; hit rate 1.5% among 65,000; activation, % at 10 µM; AID 560, 2006; CHO-K1 Gal4-RORA LBD luciferase reporter; percent increase over mock-subtracted basal signal;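 active means activation above the mean of all tested compounds plus 3 SD, cut at about 49% in these data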;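 further: 0% = DMSO-treated RORA cells and 100% = added signal equal to DMSO minus mock-transfected cells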
# Target sequence (P35398 whole entry, looked up, the tested form may be a part): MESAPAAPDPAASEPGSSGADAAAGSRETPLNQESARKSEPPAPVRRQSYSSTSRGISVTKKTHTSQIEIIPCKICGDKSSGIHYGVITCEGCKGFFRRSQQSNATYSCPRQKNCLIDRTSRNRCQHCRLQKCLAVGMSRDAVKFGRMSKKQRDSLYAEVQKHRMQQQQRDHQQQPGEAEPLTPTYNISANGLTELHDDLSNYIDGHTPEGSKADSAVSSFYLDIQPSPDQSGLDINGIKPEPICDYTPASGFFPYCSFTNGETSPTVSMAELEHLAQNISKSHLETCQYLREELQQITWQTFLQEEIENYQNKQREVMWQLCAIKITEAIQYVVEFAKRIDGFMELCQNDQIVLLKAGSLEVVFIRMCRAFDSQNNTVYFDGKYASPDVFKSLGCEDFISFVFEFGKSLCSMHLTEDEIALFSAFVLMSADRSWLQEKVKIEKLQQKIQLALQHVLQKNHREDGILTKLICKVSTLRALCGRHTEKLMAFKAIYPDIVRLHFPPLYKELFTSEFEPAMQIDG
# Autofluor 339 = intrinsic fluorescence of library compounds, ex339/em460 – biochemical, MLSMR library, data from DPM-DC assay, artefact control, profiling panel; compound autofluorescence, ex339/em460 nm, NADH buffer; hits give high values; 1 = no-compound wells, NADH background; fluorescence fold increase at 10 µM; hit rate 5.5% among 65,000;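 active means at 10 µM, mean starting fluorescence two-fold or more over control wells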;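 further: signal is the first read of a kinetic run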
# 5HT1a ag = human 5-HT1a receptor agonists, primary screen, cell-based, CHO, Ga15 NFAT-bla reporter; CHO 5-HT1a Ga15 NFAT-bla reporter, FRET ratio; 0% basal, 100% maximal reference agonist; 5-hydroxytryptamine receptor 1A (Homo sapiens), P08908; activation, % at 10 µM; hit rate 0.56% among 65,000; AID 567, 2006;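 active means activation above the screen-wide mean activation plus 3 SD, cut at about 19% in these data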;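 further: 0% = DMSO wells and 100% = 5-CT at EC100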
# TNAP act mid DEA = human TNAP enzyme activators, primary screen, biochemical, luminescent, intermediate phosphate acceptor level; Alkaline phosphatase, tissue-nonspecific isozyme (Homo sapiens), P05186; purified TNAP, CDP-star luminescence, 100 mM DEA, 30 min; hits give high values; scale: 0 levamisole-inhibited, 1 vehicle-only enzyme; activation factor at 20 µM; 64,000 tested, under 10 active;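 active means activation factor of at least 2 at 20 µM, relative to controls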
# Target sequence (P05186 whole entry, looked up): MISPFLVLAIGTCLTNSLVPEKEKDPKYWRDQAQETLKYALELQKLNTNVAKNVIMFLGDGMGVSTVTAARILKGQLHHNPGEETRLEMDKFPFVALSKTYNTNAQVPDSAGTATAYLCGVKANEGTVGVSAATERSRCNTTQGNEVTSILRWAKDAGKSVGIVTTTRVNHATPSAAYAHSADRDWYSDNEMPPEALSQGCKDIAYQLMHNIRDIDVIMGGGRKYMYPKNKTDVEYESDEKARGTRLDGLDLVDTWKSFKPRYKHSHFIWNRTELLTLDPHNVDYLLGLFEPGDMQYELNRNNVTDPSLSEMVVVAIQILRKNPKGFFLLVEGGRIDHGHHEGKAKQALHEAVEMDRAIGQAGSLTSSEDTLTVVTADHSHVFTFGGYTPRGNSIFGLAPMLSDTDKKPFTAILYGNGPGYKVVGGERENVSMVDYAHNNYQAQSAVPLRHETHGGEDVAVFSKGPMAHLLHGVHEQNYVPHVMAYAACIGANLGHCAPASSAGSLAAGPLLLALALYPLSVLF
# NADH coupling = inhibitors of PK/LDH coupling enzymes, profiling panel, artefact control, biochemical, MLSMR library; hit rate 0.02% among 65,000; IC50, µM (doses to about 10 µM), for inactives: at the top dose inhibition; coupled PK/LDH NADH assays, four targets;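 active means single-dose screening hits from any of four coupled enzyme assays that gave an IC50 when retested across doses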;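 further: the DPM-DC format reads NADH fluorescence rather than 340 nm absorbance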
# SF-1 act = activators of human SF-1, primary screen, cell-based, CHO-K1, Gal4-SF-1 LBD, luciferase luminescence | Steroidogenic factor 1 (Homo sapiens), Q13285 | CHO-K1 Gal4-SF-1 LBD luciferase reporter; % increase over DMSO SF-1-specific signal | activation, % at 10 µM | hit rate 1.9% among 65,000 | AID 522, 2006;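 active means activation above the mean activation of all tested compounds plus 3 SD, cut at about 50% in these data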
#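 Compound – one dose, 10 µM compound, 1% DMSO · Test system – transient Gal4-SF-1 LBD reporter, CHO-K1 · Input – 4,000 cells in each well · Read-out basis – percent activation relative to DMSO median and mock-transfected background · Replicates – single measurement per compound · Technique – steady-glow luciferase luminescence, read after 15 min reagent incubation · Timing – 20 h compound treatment, 37 °C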
# MMP-13 inhibitor = human MMP13 inhibitors, primary screen, biochemical, FRET peptide cleavage; Collagenase 3 (Homo sapiens), P45452; MMP-13 fTHP FRET cleavage, Mca fluorescence; inhibition, % at 4 µM; hit rate 0.07% among 65,000; AID 570, 2006;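 active means inhibition above the mean of compound-free control plate wells plus 3 SD, cut at about 14% in these data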;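 further: 0% = DMSO wells and 100% = wells with reference MMP-13 inhibitor after basal subtraction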
# 5-HT1A blocker = human 5-HT1a receptor antagonists, primary screen, cell-based, CHO, Ga15 NFAT-bla reporter | 5-hydroxytryptamine receptor 1A (Homo sapiens), P08908 | CHO 5-HT1a Ga15 NFAT-bla reporter, antagonist mode | inhibition, % at 10 µM | hit rate 0.68% among 62,000 | AID 612, 2007;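 active means inhibition above the mean of all tested compounds plus 3 SD, cut at about 43% in these data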;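 further: receptor stimulated by 5-CT agonist at 100 nM near EC80; beta-lactamase reporter measured by ratiometric fluorescence of a cleavable substrate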
# An asterisk follows results filed as active; / = not tested or not shown; [ ] = another dose, or the depositor's remark.
SMILES,Abs 340nm,RORa activator,Autofluor 339,5HT1a ag,TNAP act mid DEA,NADH coupling,SF-1 act,MMP-13 inhibitor,5-HT1A blocker
Clc1ccc(COc2ccccn2)c(Cl)c1,1.1,-14,1.1,1.7,0.8,0%,6,-4,/
CC(=O)N=c1sc2nc3ccccc3nc2n1N(C(C)=O)C(C)=O,1.1,0,1.3,0.6,0.8,11%,11,-17,-2
O=C(Nc1cccc(-c2cn3cccnc3n2)c1)c1ccc(Br)o1,1.1,9,5.2*,1.1,0.9,8%[fluoresces],11,-403[fluorescence artefact?],22
O=C(CCn1c(=O)c2ccccc2n(Cc2cc(=O)n3ccccc3n2)c1=O)NCc1ccco1,1.1,-3,2.2*,-3.6,0.9,5%,-7,-9,-5
CC(C)C(C(=O)NC(C)(C)C)N1C(=O)c2ccccc2C1=O (configuration not stated),1,14,1.1,-5.1,0.9,3%,-15,2,-1
CCOC(=O)c1cccc(NC(=O)CSc2nnc(-c3cccnc3)n2CC)c1,0.97,2,1,-2.4,1,4%,1,-1,-1
CCOC(=O)N1CCN(S(=O)(=O)c2ccc3c(c2)oc(=O)n3C)CC1,1.1,7,1.1,-1.1,/,1%,-9,-3,2
Cc1ccc2c(CN3CCN(Cc4ccc5c(c4)OCO5)CC3)cc(=O)oc2c1C,1.1,-3,1.1,0.5,0.9,4%,-6,-3,-3
COc1cccc(NC(=O)c2cccnc2)c1,1,2,1,-0.3,0.9,4%,15,-10,-12
COc1ccccc1CNC(=O)CCn1c(=O)sc2ccccc21,1,-4,1,-1.7,/,7%,-21,1,-13
Cc1cc(C(F)F)n2ncc(C(=O)NCc3ccccc3)c2n1,1,4,1.2,0.3,0.9,5%,-2,4,2
COc1ccc2c(c1)c(=O)oc1cc(OCC(=O)N3CCCC(C)C3)ccc12 (configuration not stated),1,-22,3.9*,1.7,1,5%[fluoresces],-6,-193[fluorescence artefact?],13
COc1ccc(OC)c(C(c2nnnn2CC2CCCO2)N2CCN(C)CC2)c1 (configuration not stated),1,7,1,-2.2,0.9,5%,9,-4,-11
Cc1nnc(NC(=O)c2sc3ccccc3c2Cl)s1,1.2,-25,1.1,-0.7,0.9,8%,-11,1,-5
COc1ccc(N(CC(=O)NCc2cccc(OC)c2)S(=O)(=O)c2c(C)noc2C)cc1,0.99,-11,1.1,-4.8,1,5%,2,-3,4
NC(=O)C1CCN(C(=O)CN2C(=O)c3ccccc3S2(=O)=O)CC1,0.99,-4,1.1,-1.7,0.9,8%,-7,5,-14
C=CCOc1ccc(CN(C)CC(=O)N(CC(C)C)c2c(N)n(CC(C)C)c(=O)[nH]c2=O)cc1,1,-19,1.1,-2.6,0.9,1%,10,0,-12
OC(C#Cc1ccccn1)c1cccs1 (configuration not stated),0.98,-7,0.9,-2.4,1,14%,-14,1,20
O=C(O)c1cccc(CN2C(=O)CSC2=O)c1,1,5,1.1,0.3,1.1,1%,-3,0,-9
CCC(c1nnnn1CCOC)N1CCN(Cc2ccccc2)CC1 (configuration not stated),1,-6,1.1,-1.0,1,5%,-9,2,-2
Nc1nc(-c2cccnc2)nn1C(=O)c1ccco1,1,-16,1.2,-5.2,0.9,9%,-13,-5,-14
CCCC(N)CCCCCC(=O)O (configuration not stated),1,-21,1.1,-4.4,1.1,5%,-15,1,-4
CCOC(=O)Cc1nnc(NC(=O)CSc2nnc3c4ccccc4n(C)c3n2)s1,1.1,-20,1.1,-1.0,0.9,7%,8,-2,-18
O=C(Cn1nc(Cc2cccnc2)c2ccccc2c1=O)Nc1ccc2c(c1)OCO2,0.98,5,1.1,-0.5,0.8,2%,-16,-4,-3
CC12CN3CC(C)(CN(C1)C31C(=O)N(Cc3ccccc3)c3ccccc31)C2=O (configuration not stated),1,-1,1.1,0.8,1,5%,17,1,0
CCN(CC)C(=O)CN(c1cc(Cl)ccc1OC)S(C)(=O)=O,0.97,-16,1,-1.0,1,2%,-29,-3,-14
CCCCCC(C(=O)O)C(C)CC(=O)NC1CCCCC1 (configuration not stated),0.99,-7,1.1,1.0,0.9,5%,-2,-1,1
COCC(=O)NCCc1nc(-c2ccccc2)cs1,1,-2,1.1,-2.5,1,4%,-9,2,-6
CCN1CCN(c2ncnc3c2oc2nc(C(C)C)c4c(c23)CCC4)CC1,1,10,1.4,-1.2,1.1,8%,1,-36,-19
COc1ccccc1N(C(=O)c1snc(C(N)=O)c1N)C(C(=O)NCCC(C)C)c1ccco1 (configuration not stated),1.1,-15,2.5*,0.1,1.1,10%,-5,-16,28
NC(N)=NC(N)=NCCc1ccccc1,1,-19,1,3.2,0.9,3%,8,4,/
CC1CCN(S(=O)(=O)c2ccc(NC(=O)CSc3nnnn3C)cc2)CC1,0.99,-2,1,-3.5,0.9,4%,-8,1,-2
Clc1c(CSc2nc3ccccc3o2)nc2sccn12,0.98,41,1.1,-1.6,0.8,4%,24,3,27
CC1CCCN(C(=O)COC(=O)c2n[nH]c3ccccc23)C1 (configuration not stated),1,-2,1.1,-2.3,0.8,5%,37,-20,-1
O=C(O)C1C2CCC(C2)C1C(=O)NCc1ccccn1 (configuration not stated),1,-15,1.1,-0.4,0.9,4%,-3,0,6
COc1ccc(-c2nc(=S)c3c(n2CCN2CCOCC2)CC(C)(C)OC3)cc1,1.2,-2,1,-0.7,0.9,9%,-14,1,-13
CC(=O)NCCOc1nc(N(C)C)nc(N(C)C)n1,1,-13,1,-1.6,0.9,2%,1,6,1
COC(=O)C1=C(C)N(C)C(=O)NC1c1ccc(O)c(OC)c1 (configuration not stated),1,-4,1.1,-0.3,1,5%,-26,5,4
COC(=O)c1cc(Cl)c(NS(=O)(=O)c2ccccc2)cc1OC,1,11,1.9,0.3,0.9,15%,-8,-8,-6
O=C1NC(c2ccccc2)(C(F)(F)F)SC2=CCCCCN12 (configuration not stated),1,11,1,0.0,1,3%,17,0,-1

# Part of the list above in order of heavy-atom count, highest first.
SMILES,Abs 340nm,RORa activator,Autofluor 339,5HT1a ag,TNAP act mid DEA,NADH coupling,SF-1 act,MMP-13 inhibitor,5-HT1A blocker
O=C(CCn1c(=O)c2ccccc2n(Cc2cc(=O)n3ccccc3n2)c1=O)NCc1ccco1,1.1,-3,2.2*,-3.6,0.9,5%,-7,-9,-5
CC(C)C(C(=O)NC(C)(C)C)N1C(=O)c2ccccc2C1=O (configuration not stated),1,14,1.1,-5.1,0.9,3%,-15,2,-1
COCC(=O)NCCc1nc(-c2ccccc2)cs1,1,-2,1.1,-2.5,1,4%,-9,2,-6

# Exported with two lines to a compound: part of the list above.
# The line under a structure holds: Abs 340nm | RORa activator | Autofluor 339 | 5HT1a ag | TNAP act mid DEA | NADH coupling | SF-1 act | MMP-13 inhibitor | 5-HT1A blocker
> Nc1nc(-c2cccnc2)nn1C(=O)c1ccco1
→ 1 | -16 | 1.2 | -5.2 | 0.9 | 9% | -13 | -5 | -14
> O=C(O)C1C2CCC(C2)C1C(=O)NCc1ccccn1 (configuration not stated)
→ 1 | -15 | 1.1 | -0.4 | 0.9 | 4% | -3 | 0 | 6
> CC(=O)NCCOc1nc(N(C)C)nc(N(C)C)n1
→ 1 | -13 | 1 | -1.6 | 0.9 | 2% | 1 | 6 | 1

# Other entries.
SMILES,Abs 340nm,RORa activator,Autofluor 339,5HT1a ag,TNAP act mid DEA,NADH coupling,SF-1 act,MMP-13 inhibitor,5-HT1A blocker
CCOC(=O)C1CCCN(c2ncnc3c2cnn3-c2cccc(C)c2)C1 (configuration not stated),1,23,1.1,1.9,0.9,5%,20,-4,16
COc1cccc(-c2nnc(NC(=O)c3cccc(F)c3)o2)c1,1.1,1,1.1,-1.4,0.9,5%,23,-3,4
CCC(=O)N1c2ccccc2-c2nnc(SC)nc2OC1c1ccc(OC)c(OC)c1 (configuration not stated),1.1,18,1,0.2,0.9,3%,2,0,12
COCCn1c(SCC(=O)c2ccc(Cl)cc2)nnc1C(C)C,0.98,-2,1.1,-0.6,0.9,7%,1,3,-3
CC(C)CCOc1ccc(Cl)cc1CN1CCOCC1,0.99,6,1.1,0.6,0.9,2%,10,5,/
CCOC(=O)C1CCN(C(c2cccnc2)c2c(NC(=O)c3ccco3)sc(C)c2C)CC1 (configuration not stated),1,-2,1.3,3.1,0.9,7%,0,0,18
O=C(Nc1cccnc1)c1noc2c1CCCC2,0.98,49*,1.1,-4.6,0.9,3%,26,5,-11
Cc1ccc(OCC2Cn3c(nc4c3c(=O)n(C)c(=O)n4C)O2)cc1 (configuration not stated),0.99,2,1.2,-0.4,0.8,5%,-2,3,-9
CCOC(=O)CSc1nc2c(c(=O)[nH]c(=O)n2C)n1CCc1ccccc1,1,0,1,5.1,0.9,6%,0,6,2
O=C(Nc1ncc(C(F)(F)F)cc1Cl)C1COc2ccccc2O1 (configuration not stated),1,-1,1.1,1.5,1,5%,-4,3,9
Fc1ccc(C2CC(c3ccc(F)cc3)n3ncnc3N2)cc1 (configuration not stated),1,27,1.1,-3.4,0.8,8%,-5,0,3
O=c1cc(-c2ccccc2)nc2nc(CCc3ccccc3)[nH]n12,1,6,1.1,-0.1,0.9,5%,-4,-4,1
c1cc(CNc2ccc3c(c2)OCO3)ccn1,0.99,5,1.3,-2.0,0.9,3%,7,-7,10
COC(=O)Cc1cc(=O)n(-c2ccccc2)[nH]1,1,-7,1,-1.2,0.9,2%,-9,3,-7
Cc1oc(-c2nc3ccccc3n2C)cc1C(=O)c1ccccc1,1.1,-32,1.1,-0.5,0.9,8%,-22,2,14
Cc1ccc(/C(O)=C2/C(=O)C(=O)N(Cc3ccco3)C2c2cccs2)cc1 (configuration not stated),1.1,18,1,-0.7,0.8,5%,13,0,/
CCOC(=O)C(OC(=O)c1sc(=S)n(C)c1C)C(C)=O (configuration not stated),1.1,-7,1.1,-1.8,1.1,0%,-20,-2,/
O=C(O)CN1C(=O)C2C3C=CC(C3)C2C1=O (configuration not stated),1,29,1.1,-2.0,1,4%,5,0,-18

# One compound at a time, as listed above. Values in the order: Abs 340nm, RORa activator, Autofluor 339, 5HT1a ag, TNAP act mid DEA, NADH coupling, SF-1 act, MMP-13 inhibitor, 5-HT1A blocker
# CCOC(=O)CSc1nc2c(c(=O)[nH]c(=O)n2C)n1CCc1ccccc1 is listed as 1, 0, 1, 5.1, 0.9, 6%, 0, 6, 2
# Fc1ccc(C2CC(c3ccc(F)cc3)n3ncnc3N2)cc1 (configuration not stated) is listed as 1, 27, 1.1, -3.4, 0.8, 8%, -5, 0, 3

# Source: PubChem
